Source: PubChem (Southern Research Specialized Biocontainment Screening Center)
M. tuberculosis = growth inhibition of non-replicating M. tuberculosis (AID 488890); Mycobacterium tuberculosis non-replicating, growth inhibition; higher % means a stronger effect; 320,000 tested, 0.39% active; inhibition, % at 25 µM; hits with a dose series show IC50 in µM; in the data active = a potency from the dose series; inconclusive = inhibition mostly from about 82% at the one dose, without a potency; inactive = the rest, 99 in 100 with inhibition below about 76%;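 note: plate controls were DMSO cells for no effect and high antibiotic wells for full effect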
inhibitors of VEEV = inhibitors of VEEV TC-83 cytopathic effect, confirmation, Vero cells (AID 588727); inhibition, % at 20 µM, or IC50 in µM where a hit was titrated; 350,000 tested, 0.13% active; Vero cells, VEEV TC-83 cytopathic effect inhibition; higher % means a stronger effect; in the data active = a potency from the dose series; inconclusive = inhibition mostly from about 14% at the one dose, without a potency; inactive = the rest, 99 in 100 with inhibition below about 12%; note: strong numbers were not always called active
H37Rv inhibition = M. tuberculosis growth inhibition, HTS (AID 449762); M. tuberculosis H37Rv growth inhibition, 7H9 media; higher % means a stronger effect; one-dose inhibition, % at 25 µM; IC50 in µM for titrated hits; 330,000 tested, 0.59% active; in the data active = a potency from the dose series; inconclusive = inhibition above about 70% without an active follow-up result;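 note: bacterial growth assessed after seven days of incubation; strong numbers were not always called active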
Salmonella PhoP GFP = PhoP regulon inhibitors, Salmonella typhi PhoP promoter GFP reporter, confirmatory (AID 1850) | Salmonella Typhi PhoP-promoter GFP reporter, fluorescence, 4 h; higher % means a stronger effect | 310,000 tested, 0.33% active | one-dose inhibition, % at 50 µM; IC50 in µM for titrated hits; in the data active = a potency from the dose series; inconclusive = inhibition mostly from about 25% at the one dose, without a potency; inactive = the rest, 99 in 100 with inhibition below about 19%;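 note: 0% = induced wells with vehicle and 100% = uninduced wells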
H1N1 NS1A inhibition = H1N1 influenza NS1A inhibitors, functional cell based assay (AID 504329) | inhibition, % at 12.5 µM; hits with a dose series show IC50 in µM | 340,000 tested, 0.3% active | NS1A functional cell-based assay, percent inhibition; higher % means a stronger effect; in the data active = a potency from the dose series; inconclusive = inhibition above about 27% without an active follow-up result; note: strong numbers were not always called active
inhibitors of VEEV 10K pilot screen = recorded beside inhibitors of VEEV, whose call it bears; inhibition, %; measured here: 10K pilot screen inhibition
Active calls of the source: *; i = inactive; ? = inconclusive; · = no result given; & = joins results of further samples. Rows were taken by chance; about 1.5% have a hit in one of these screens.

SMILES	M. tuberculosis	inhibitors of VEEV	H37Rv inhibition	Salmonella PhoP GFP	H1N1 NS1A inhibition	others
CCOC(=O)c1c(S(=O)(=O)N2CCCCCC2)c(C)n(C)c1C	1%	0.8%	5%	0%	0%
Cc1nc2ccccn2c1C(=O)N=Nc1c(O)n(CCC(C)C)c2ccccc12	2%	11%	3%	1%	-1%
O=C(Nc1ccccn1)c1ccc(Cl)c(S(=O)(=O)N2CCc3ccccc32)c1	31%	7.5%	15%	·	1%
CCCCN(c1ccccc1)S(=O)(=O)c1ccc2c(c1)CCN2C(=O)CCC(=O)O	5%	1.4%	2%	-8%	-1%
CCc1ccc(N(CC)C(=O)Cc2c(C(=O)O)n(C)c3ccccc23)cc1	3%	1.5%	5%	-2%	-2%
Cc1cc[n+](CC(=O)c2cccc([N+](=O)[O-])c2)c2ccccc12	0%	i	9%	5%	3%
Brc1ccc(-c2cnnc(N3CCCC3)n2)cc1	51%	5.9%	?	-4%	4%
Cn1c(=O)c2cc(S(=O)(=O)NCCC(=O)NC3CCCCCC3)ccc2n(C)c1=O	-1%	i	-5%	17%	0%
COc1cc(/C=N/NC(=O)CCC(=O)NCc2ccccc2)cc(OC)c1OC	-8%	1.3%	4%	5%	2%
COC(=O)c1cc(S(=O)(=O)NCc2ccccc2Cl)c[nH]1	-4%	0.4%	-1%	·	5%
COc1ccc(N2C(=O)[C@@H]3[C@H](C2=O)[C@H](C(=O)c2ccc(OC(C)=O)cc2)N2N=CC=C[C@@H]32)cc1	5%	·	11%	1%	·
O=C(COC(=O)c1cc(Cl)ccc1O)Nc1ccccc1C(=O)NC1CC1	6%	2.5%	2%	·	-1%
COc1cc(N=Cc2c(O)c3ccccc3oc2=O)c(OC)cc1Cl	?	6.3%	?	-40%	-11%
Cc1ccccc1C1=Nn2c(nnc2-c2ccco2)SC1	19%	0.5%	9%	7%	-23%
CC(=O)c1csc(-c2ccccc2)n1	1%	0.4%	-5%	-2%	0%
Cc1c(NC(C)c2ccccc2O)c(=O)n(-c2ccccc2)n1C (stereo not given)	-1%	0.6%	-14%	-2%	10%
CCN(CC)S(=O)(=O)c1cc(NC(=O)C(CC(C)C)NC(N)=O)ccc1C (stereo not given)	-6%	i	-9%	5%	7%
O=C(c1ccccc1)C(Nc1ccccn1)c1ccccc1 (stereo not given)	48%	i	4%	8%	13%
COc1ccc(-c2ccc3c(c2)S(=O)(=O)c2cccc(C(=O)NCCOc4ccccc4Cl)c2C3=O)cc1OC	-17%	0.6%	11%	·	-5%
CCc1ccc(C(=O)NC(CC(C)C)C(=O)O)cc1 (stereo not given)	10%	1.1%	6%	4%	15%
CC1(C)Cc2nc3n[nH]c(N)c3cc2CO1	-15%	1.2%	-8%	7%	-1%
CC(C)(C)NC(=O)CN(C(=O)C1CSC(=O)C1)c1ccccc1F (stereo not given)	-9%	1.3%	-3%	5%	1%
CS(=O)(=O)N1CCC(NC(=O)Nc2ccc(OC(F)(F)F)cc2)CC1	·	0.9%	-6%	·	2%
Cc1ccc(NC(=O)C2CC(=O)N(c3ccc4c5c(cccc35)CC4)C2)cc1 (stereo not given)	5%	1.2%	13%	-4%	5%
O=C(NCCc1c[nH]c2ccccc12)c1cccc(Br)c1	11%	1.5%	4%	3%	4%
Cc1ccc(NC(=O)/C(=C/c2cccs2)NC(=O)c2ccco2)c(C)c1	31%	1.0%	5%	-2%	-4%
O=C(Oc1ccccc1)c1ccc(COC(=O)c2cnccn2)cc1	i	i	?	5%	-5%
CCOC(=O)C1=C(C)NC(C)=C(C(=O)OCC)C1c1ccc([N+](=O)[O-])s1	15%	4.5%&4.0%	-12%	16%	·
O=C1CN(CC(=O)Nc2ccc(Cl)cc2)CCN1	-19%	3.2%	-3%	6%	24%	inhibitors of VEEV 10K pilot screen=0.5
O=C(N/N=C/c1ccco1)c1ccc(OCc2ccccc2)cc1	40%	0.8%	2%	1%	-19%
O=C(CSc1ccc2c(c1)OCCO2)N1CCN(c2ccccc2)CC1	16%	5.5%	2%	·	-4%
O=C(/C=C/c1ccc(Cl)cc1)NC(=S)Nc1ccc(CN2CCOCC2)cc1	37%	i	8%	-12%	-7%
COc1ccc(N(C)C(=O)CCC(=O)Nc2ccc3nc(N4CCOCC4)cc(C)c3c2)c(OC)c1	25%	i	-11%	-11%	-2%
CCOc1ccccc1N1C(=O)c2ccc(C(=O)Nc3cccnc3)cc2C1=O	·	0.9%	2%	-11%	6%
CCOC(=O)c1cccc(NC(=O)CSc2nnc(-c3ccncc3)n2CCCOC)c1	-26%	4.0%	-8%	4%	-8%
CC(=O)c1c(C)[nH]c(C(=O)OC2CCOC2=O)c1C (stereo not given)	-14%	5.5%	0%	1%	14%
Cc1ccc(NC(=O)c2ccccc2OCC(=O)Nc2cccc(Cl)c2C)nc1	8%	·	-5%	-11%	·
O=C1CN(C(=S)NC(=O)c2ccc(-c3ccccc3)cc2)CCN1	-14%	2.1%	8%	-2%	4%
CCn1c(C)c2c(C)nnc(C)c2c1C	2%	i	4%	-5%	-11%
COC(=O)c1ccc(CNC(=O)C2CCC(=O)N(CCN3CCOCC3)C2)cc1 (stereo not given)	-11%	1.0%	1%	-7%	-7%
O=C(NCC1CCCO1)c1ccc(Oc2ccc([N+](=O)[O-])cc2)cc1 (stereo not given)	24%	11%	-8%	14%	-1%
Cc1oc(-c2ccccc2F)nc1CS(=O)(=O)CC(=O)NCCCN1CC(C)CC(C)C1 (stereo not given)	5%	3.1%	-2%	-4%	14%
O=C(O)CCN(CCC(=O)O)c1nnc(SCc2ccccc2)s1	-7%	0.2%	0%	1%	2%
C=CCSc1ncccc1C(=O)NCCc1ccccc1	-3%	i	-1%	-5%	-8%
COc1ccc(C(C)NC(=O)Cc2cccs2)cc1OC (stereo not given)	-2%	0.3%	0%	-4%	-5%

Next section; it opens with the 2 that closed the last part.
SMILES	M. tuberculosis	inhibitors of VEEV	H37Rv inhibition	Salmonella PhoP GFP	H1N1 NS1A inhibition	others
C=CCSc1ncccc1C(=O)NCCc1ccccc1	-3%	i	-1%	-5%	-8%
COc1ccc(C(C)NC(=O)Cc2cccs2)cc1OC (stereo not given)	-2%	0.3%	0%	-4%	-5%
Cc1ccc(-c2cc(C(=O)NCCCN3CCCC3)c3ccccc3n2)cc1C	40%	8.8%	15%	4%	-2%
COc1ccc(N(C(=O)c2cnccn2)C(C(=O)NC2CCCCC2)c2ccc(O)cc2)cc1 (stereo not given)	2%	0.7%	5%	7%	-16%
COc1ccc(Oc2c(C)oc3cc(OC(=O)N(C)C)ccc3c2=O)cc1	21%	2.3%	15%	0%	-5%
COc1ccc(NC(=O)CSc2nccn2Cc2ccc(F)cc2)cc1	43%	0.4%	-11%	1%	3%
CC(C)(C)c1ccc(C(=O)N2CCC(C(=O)c3ccccc3)CC2)cc1	31%	i	16%	-3%	-1%
COc1ccc(CN(C(=O)CNC(=O)c2ccco2)C(C(=O)NCC2CCCO2)c2ccc(OC)c(OC)c2)cc1 (stereo not given)	-4%	0.7%	-1%	-4%	0%
CCn1c(=S)sc2c(=O)n(CC(=O)Nc3cccc(OC)c3)c(C)nc21	15%	0.0%	2%	-2%	5%
CCC(=O)NC(=S)Nc1ccc(NC(=O)c2ccc([N+](=O)[O-])cc2)cc1	60%	1.7%	3%	6%	3%
Cc1c2cnn(CC(=O)N3CCC4(CC3)OCCO4)c(=O)c2c(C)n1Cc1ccccc1Cl	-8%	2.4%	4%	3%	-1%
Cc1ccc(NC(=O)CN2C(=O)C(C)Oc3ccccc32)nc1 (stereo not given)	1%	1.7%	-6%	-12%	-17%
Cc1sc2nc(SCc3ccccc3)n(Cc3ccco3)c(=O)c2c1C	15%	i	-8%	0%	-15%
COc1ccccc1NS(=O)(=O)c1ccc(C(=O)NCCCn2ccnc2)cc1	8%	2.7%	-6%	·	-12%
Cc1csc2cc(-c3cccc([N+](=O)[O-])c3)c(-c3cccc([N+](=O)[O-])c3)c[n+]12	12%	8.3%	1%	17%	2%
CCOC(=O)N1CCN(c2ccc([N+](=O)[O-])cc2)CC1	18%	i	5%	-10%	4%
CCOc1ccc(S(=O)(=O)N2Cc3ccccc3CC2C(=O)NCCCn2ccnc2)cc1 (stereo not given)	38%	0.0%	-5%	2%	11%
COc1ccc(Cl)cc1C(=O)N1CCC2(CC1)CC(=O)c1ccccc1O2	22%	8.2%	-5%	2%	4%
CC1(C)CC(=O)C=C(NCCN2CCN(C(=O)Nc3ccc(Cl)cc3)CC2)C1	13%	i	-6%	8%	14%
COc1ccc([C@@H](C)NC(=O)c2ccc3oc(C(C)C)nc3c2)cc1	44%	1.3%	-5%	1%	6%
O=C(Cn1cnc2c(OCc3ccccc3)ncnc21)NCCCn1ccnc1	1%	0.9%	-6%	·	-3%
Cc1ccc(C(=O)N/C(=C\c2ccccc2)C(=O)NCC2CCCO2)cc1 (stereo not given)	20%	0.7%	-1%	-1%	9%
COc1ccc(OC)c(C(=O)CSc2nc3cccnc3n2C)c1	·	1.1%	-4%	-7%	18%
CCC(C)CCN1C(Nc2ccccc2)=NC[C@@H]1C (stereo not given in full)	7%	i	-5%	-3%	-5%
O=C(CSc1ncn[nH]1)NNC(=O)c1ccccc1	-5%	1.9%	-6%	-6%	-4%
COc1ccc(C(=O)OCc2nnc(-c3ccccc3)o2)cc1S(=O)(=O)N1CCOCC1	19%	4.1%	-6%	7%	-3%
CSc1ccccc1NC(=O)CN(C)C(=O)COc1ncnc2ccccc12	-4%	1.2%	-6%	·	-17%
COc1ccc(Nc2ncnc3sc(C)cc23)cc1	52%	4.1%	6%	1%	4%
Cc1ccc(-c2nc(SCC(=O)c3c(N)n(C4CC4)c(=O)[nH]c3=O)n[nH]2)cc1	-11%	1.1%	6%	·	-6%
COC(=O)c1ccccc1NC(=O)CNC(=O)c1ccc(OC)c(OC)c1	3%	i	0%	12%	4%
CC(C)c1ccc(C(=O)CC2(O)C(=O)N(CN3CCOCC3)c3ccccc32)cc1 (stereo not given)	4%	1.1%	11%	-19%	-9%
CN(C)CCCN(CCCNC(=O)/C=N/O)Cc1ccccc1	-11%	1.7%	-9%	-7%	-4%
COc1cc2c(c(OC)c1OC)C(c1ccc3c(c1)OCO3)CC(=O)O2 (stereo not given)	·	0.1%	·	·	0%

Among those listed so far, these contain a halogen:
SMILES	M. tuberculosis	inhibitors of VEEV	H37Rv inhibition	Salmonella PhoP GFP	H1N1 NS1A inhibition	others
O=C(Nc1ccccn1)c1ccc(Cl)c(S(=O)(=O)N2CCc3ccccc32)c1	31%	7.5%	15%	·	1%
Brc1ccc(-c2cnnc(N3CCCC3)n2)cc1	51%	5.9%	?	-4%	4%
COC(=O)c1cc(S(=O)(=O)NCc2ccccc2Cl)c[nH]1	-4%	0.4%	-1%	·	5%
O=C(COC(=O)c1cc(Cl)ccc1O)Nc1ccccc1C(=O)NC1CC1	6%	2.5%	2%	·	-1%
COc1cc(N=Cc2c(O)c3ccccc3oc2=O)c(OC)cc1Cl	?	6.3%	?	-40%	-11%
COc1ccc(-c2ccc3c(c2)S(=O)(=O)c2cccc(C(=O)NCCOc4ccccc4Cl)c2C3=O)cc1OC	-17%	0.6%	11%	·	-5%
CC(C)(C)NC(=O)CN(C(=O)C1CSC(=O)C1)c1ccccc1F (stereo not given)	-9%	1.3%	-3%	5%	1%
CS(=O)(=O)N1CCC(NC(=O)Nc2ccc(OC(F)(F)F)cc2)CC1	·	0.9%	-6%	·	2%
O=C(NCCc1c[nH]c2ccccc12)c1cccc(Br)c1	11%	1.5%	4%	3%	4%
O=C1CN(CC(=O)Nc2ccc(Cl)cc2)CCN1	-19%	3.2%	-3%	6%	24%	inhibitors of VEEV 10K pilot screen=0.5
O=C(/C=C/c1ccc(Cl)cc1)NC(=S)Nc1ccc(CN2CCOCC2)cc1	37%	i	8%	-12%	-7%
Cc1ccc(NC(=O)c2ccccc2OCC(=O)Nc2cccc(Cl)c2C)nc1	8%	·	-5%	-11%	·
Cc1oc(-c2ccccc2F)nc1CS(=O)(=O)CC(=O)NCCCN1CC(C)CC(C)C1 (stereo not given)	5%	3.1%	-2%	-4%	14%
COc1ccc(NC(=O)CSc2nccn2Cc2ccc(F)cc2)cc1	43%	0.4%	-11%	1%	3%
Cc1c2cnn(CC(=O)N3CCC4(CC3)OCCO4)c(=O)c2c(C)n1Cc1ccccc1Cl	-8%	2.4%	4%	3%	-1%
COc1ccc(Cl)cc1C(=O)N1CCC2(CC1)CC(=O)c1ccccc1O2	22%	8.2%	-5%	2%	4%
CC1(C)CC(=O)C=C(NCCN2CCN(C(=O)Nc3ccc(Cl)cc3)CC2)C1	13%	i	-6%	8%	14%
